WT yeast gro inh – growth inhibition of WT yeast, mitochondrial fusion screen; mitochondrial fusion phenotypic screen, WT strain; inhibition, % at 10 µM; actives 2.1% (n = 190,000); AID 1362; in the data active = inhibition above about 58%; tested in S. cerevisiae
Insulin prom up – MIN6 insulin promoter up-regulation; MIN6 insulin promoter-GFP reporter, high-content imaging; active compounds read high; z-score at 5 µM; actives 0.3% (n = 190,000); AID 1625;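 active = z-score above 3 at 5 µM with at least 500 cells counted in the well; inconclusive = wells under 500 cells, flagged as cytotoxic or low count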
Myeloid diff MLP – compounds promoting myeloid differentiation. ER-HoxA9 myeloid progenitors, lysozyme-GFP differentiation, flow cytometry. calls only at 10 µM. actives 1% (n = 360,000). AID 624256;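 active = normalized GFP-positive differentiation at or above the plate's own cutoff, the solvent-only control mean plus 3 SD; inconclusive = no clear call, values can overlap the other calls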;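 also: cells exposed to compound for four days before flow analysis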
MT stabilize HCS – microtubule stabilizers in HeLa cells; actives 0.83% (n = 200,000); % tubulin-high responders, % at 10 µM; AID 2205; HeLa tubulin immunostaining HCS, 24 h; share of cells brighter than vehicle mean+2SD;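 active = plate Z-score above 3 for both tubulin-high and condensed-nucleus cell shares, with cell loss under 80%, at 10 µM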;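 also: anti alpha tubulin signal scored within the nucleus-defined area of each cell; some results filed as inactive read as strong as hits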
West Nile virus CPE – inhibition of WNV-induced cytopathic effect – cell-based, CPE readout (AID 1621) | one-dose CPE inhibition, % at 10 µM; IC50 in µM for titrated hits | actives 0.02% (n = 290,000) | West Nile virus-infected cells, CPE inhibition; higher % means a stronger effect; in the data active = a potency from the dose series; inconclusive = CPE inhibition mostly from about 3.7% at the one dose, without a potency; inactive = the rest, 99 in 100 with CPE inhibition below about 2.2%; also: strong numbers were not always called active
Autophagy mod – alters autophagy in cells | MEF GFP-LC3 puncta imaging; test concentration mostly 10 µM | calls only at 10 µM (by protocol) | actives 0.98% (n = 190,000);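 active = percentage of spot-positive cells more than 3 SD above its plate mean, without a fluorescence outlier flag or 80% toxicity; inconclusive = no clear call, values can overlap the other calls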;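 also: spot-positive cell cutoff set from DMSO-treated cells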
Lipid droplet – modulators of hepatic lipid droplet formation | AML12 mouse hepatocytes, oleate lipid droplets, BODIPY imaging | inhibition, % at 6.5 µM | actives 0.4% (n = 240,000);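 active = lipid droplet intensity inhibited by at least 50%, with more than 500 cells counted; inconclusive = wells with under 300 cells, treated as cytotoxic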
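Material – AML12 mouse liver cells · Also added – oleate loading, 100 µM · Compound dosing – 6.5 µM single-point dosing · Times – overnight treatment with compound plus oleate · Measured by – fluorescence imaging, 20x objective, two fields per well · Read-out – percent inhibition of filter-corrected integrated lipid droplet intensity per well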
bCat nuc transl – beta-catenin nuclear translocation modulation; HeLa beta-catenin nuclear translocation, immunofluorescence imaging; nuclear translocation activity, % at 5 µM; actives 0.3% (n = 190,000); AID 1665;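 active = nuclear translocation activity above 50% at 5 µM, with a well cell count of 50 or more; inconclusive = wells under 50 cells across six images, flagged as toxic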;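 also: per-cell ratio of nuclear to cytoplasmic median beta-catenin stain intensity; plate controls were DMSO negative control for no effect and GSK-3 inhibitor IX positive control for full effect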
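Read-out: Nuclear/cytoplasmic beta-catenin signal ratio, % activation | Assay system: Human HeLa cell line | Times: 24 h compound exposure at 37°C, 5% CO2 | Signal: Fluorescence imaging of beta-catenin antibody stain plus DAPI | Dosing: 5 µM primary, 0.02–20 µM confirmation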
T cell HTS – T cell immune modulators affecting CD8 T cell-vesicle binding; calls only at 7 µM; actives 0.068% (n = 330,000); 2C CD8+ T cell-vesicle binding, flow cytometry; active compounds read low;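 active = response, share of CD8 T cells binding vesicles, and their 90th percentile fluorescence all below set limits, cut at about 80% in these data, passing the limit was not always enough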
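Assay system: 2C TCR transgenic mouse naive CD8+ T cells, MACS-purified | Read-out: CD8+ gate FL2 mean fluorescence as % of same-row positive control | Signal: High-throughput flow cytometry with anti-B7-1 and anti-CD8 staining | Timing: Binding step 1.5 h, 37 °C, antibody labelling 20 min, ice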
WT yeast gro inh mutant strain – also measured in WT yeast gro inh; calls as there; inhibition, %; mitochondrial fusion phenotypic screen, mutant strain inhibition
Insulin prom up cell count – recorded beside Insulin prom up, whose call it bears; cell count; measured here: cytotoxicity, nuclei count;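 total cells summed across four imaged fields per well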
Lipid droplet cells 6.5 µM – recorded beside Lipid droplet, whose call it bears; cell count; measured here: cell count, cytotoxicity flag;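 cells counted across two imaged fields per well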
bCat nuc transl cell count 5 µM – also measured in bCat nuc transl; calls as there; cell count; measured here: cell count, cytotoxicity flag
T cell HTS vesicle-bound % – also measured in T cell HTS; calls as there; double positive events, %; measured here: CD8+ vesicle-bound cell fraction;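 binding gate set so that unloaded-vesicle control wells show 10% double positive cells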
MT stabilize HCS Hoechst-high % – recorded beside MT stabilize HCS, whose call it bears; % Hoechst-high responders; measured here: nuclear condensation Hoechst responders;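 share of cells brighter than vehicle mean plus two SD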
MT stabilize HCS cytotoxicity % – also measured in MT stabilize HCS; calls as there; toxicity, %; measured here: cytotoxicity by cell density;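 0% = mean cell density of plate MIN control wells and 100% = no cells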
Autophagy mod cell loss 18 h – second read-out of Autophagy mod, no call of its own (marks repeat the call); toxicity, %; measured here: cell loss, nuclei count;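 cell loss after 18 h compound exposure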
Myeloid diff MLP GFP+ MAC1+ % – also measured in Myeloid diff MLP; calls as there; GFP+ MAC1+ double positive, %; measured here: differentiation confirmed by MAC1 staining
Active calls of the source: *; i = inactive; ? = inconclusive; nt = no result given; + = active, no number.

SMILES	WT yeast gro inh	WT yeast gro inh mutant strain	Insulin prom up	Insulin prom up cell count	Myeloid diff MLP	Myeloid diff MLP GFP+ MAC1+ %	MT stabilize HCS	MT stabilize HCS Hoechst-high %	MT stabilize HCS cytotoxicity %	West Nile virus CPE	Autophagy mod	Autophagy mod cell loss 18 h	Lipid droplet	Lipid droplet cells 6.5 µM	bCat nuc transl	bCat nuc transl cell count 5 µM	T cell HTS	T cell HTS vesicle-bound %
COCCn1c(SCC(=O)N2CC(C)OC(C)C2)nc2c([nH]c3ccccc32)c1=O (stereo unspecified)	nt	nt	nt	nt	i	2.8	nt	nt	nt	0.1%	nt	nt	-1	847	nt	nt	i	67
CN(CCCNC(=O)Cn1c(=O)c2cccn2c2ccccc21)Cc1ccccc1	nt	nt	nt	nt	i	1.6	nt	nt	nt	0.4%	nt	nt	-6	743	nt	nt	i	35
COc1cc(OC)c(S(=O)(=O)Nc2ccc(C)cn2)cc1NC(C)=O	14	-12	-0.1	1566	i	1.6	2.5	3.3	9.4	0.3%	i	3	2	616	-2.3	1114	i	61
COc1ccc(-c2nc(N3CCCCCC3)sc2C(=O)c2ccccc2)cc1	10	2	-1.9	765	i	0.9	2.6	1.7	8.0	0.9%	i	14	nt	nt	-0.1	1335	i	20
COC(=O)C1(C)NC(c2ccc(O)cc2)C2C(=O)N(c3ccc(C)cc3)C(=O)C21 (stereo unspecified)	nt	nt	nt	nt	i	0.7	nt	nt	nt	0.9%	nt	nt	-6	840	nt	nt	i	38
CCOC(=O)NC(=O)CSc1ccc(C)cc1C	0	-19	-0.8	1204	i	0.5	5.5	1.2	6.4	0.5%	i	-9	0	658	-1.0	1146	i	54
CN1CCN(CCCNC(=O)CCC(=O)N2CCOc3ccccc32)CC1	nt	nt	nt	nt	i	2.6	nt	nt	nt	-0.1%	nt	nt	1	709	nt	nt	i	27
O=C(CCCCC(=O)NC1CCCC1)NC1CCCC1	-5	-12	0.15	1460	i	0.6	3.2	2.1	2.6	-0.1%	i	12	2	696	1.2	568	i	42
NS(=O)(=O)c1ccc(N/N=C2/CCCc3ccccc32)c([N+](=O)[O-])c1	9	6	nt	nt	nt	nt	2.0	2.2	5.2	0.0%	i	-25	-1	664	0.2	843	i	62
COc1ccc(-c2nnc3c4ccccc4c(C)nn23)cc1	1	20	-0.74	1319	i	1.9	4.2	2.6	7.4	-0.5%	i	10	nt	nt	-0.6	910	i	31
O=C1c2ccccc2C(O)(c2ccccc2)N1CCc1ccccc1 (stereo unspecified)	nt	nt	nt	nt	i	0.4	nt	nt	nt	-1.2%	nt	nt	-4	820	nt	nt	i	47
O=C(c1ccc2c(c1)N(Cc1cccc(Cl)c1)C(=O)c1ccccc1S2(=O)=O)N1CCN(c2ccccn2)CC1	18	11	-0.81	1183	i	0.5	2.7	0.3	0.7	-0.6%	i	-1	-4	703	11	1004	i	21
CN(C)S(=O)(=O)c1ccc(-c2csc(N/N=C/c3ccco3)n2)cc1	nt	nt	-0.3	1048	i	1.4	nt	nt	nt	0.4%	nt	nt	15	663	-0.9	1266	i	41
CCN(C(=O)c1cnc(OC)cc1C(F)(F)F)c1ccc(Cl)cc1Cl	nt	nt	-0.32	1275	i	0.6	nt	nt	nt	0.0%	nt	nt	-27	757	1.8	1007	i	16
O=C(c1ccc([N+](=O)[O-])cc1)N1CCN(C(=O)c2ccco2)CC1	1	6	nt	nt	i	0.3	3.2	1.3	8.3	0.7%	i	-1	1	630	-1.0	1561	i	31

Single values from the list.
In bCat nuc transl cell count 5 µM, CCOC(=O)NC(=O)CSc1ccc(C)cc1C is listed with 1146
In Lipid droplet cells 6.5 µM, CN1CCN(CCCNC(=O)CCC(=O)N2CCOc3ccccc32)CC1 is listed with 709

Additional records:
SMILES	WT yeast gro inh	WT yeast gro inh mutant strain	Insulin prom up	Insulin prom up cell count	Myeloid diff MLP	Myeloid diff MLP GFP+ MAC1+ %	MT stabilize HCS	MT stabilize HCS Hoechst-high %	MT stabilize HCS cytotoxicity %	West Nile virus CPE	Autophagy mod	Autophagy mod cell loss 18 h	Lipid droplet	Lipid droplet cells 6.5 µM	bCat nuc transl	bCat nuc transl cell count 5 µM	T cell HTS	T cell HTS vesicle-bound %
CC(C)CCN(N=O)[C@@H](Cc1ccccc1)CN(N=O)[C@@H](Cc1ccccc1)CN(C)N=O	5	7	-1.6	1388	i	3.6	1.9	1.3	11	-1.1%	i	-2	-2	726	-1.5	1190	i	19
CCc1ccc(OC(=O)c2cccnc2)cc1	nt	nt	nt	nt	i	0.4	nt	nt	nt	0.4%	nt	nt	-4	823	nt	nt	i	23
CC(=O)c1ccc(NC(=O)C2CCN(S(=O)(=O)c3ccc4c(c3)N(C(C)=O)CCO4)CC2)cc1	nt	nt	nt	nt	i	3.1	nt	nt	nt	0.1%	nt	nt	-6	675	nt	nt	i	34
O=C(N/N=C/C(Br)=C\c1ccccc1)c1n[nH]c2c1CCC2	40	41	?	nt	?	nt	15*	27*	45*	nt	+	51*	?	nt	nt	nt	i	25
NC(=O)[C@@H]1CCCNc2c(I)cc([N+](=O)[O-])cc2C(=O)N[C@@H](CCCN=C(N)N)C(=O)N[C@@H](CCCN=C(N)N)C(=O)N1	-11	5	1.1	1258	nt	nt	2.7	3.0	8.0	-0.4%	i	9	1	701	nt	nt	i	37
COc1ccc(S(=O)(=O)NCC2CCCO2)cc1NC(=O)c1ccccc1 (stereo unspecified)	nt	nt	nt	nt	i	1.7	nt	nt	nt	-0.4%	nt	nt	21	671	nt	nt	i	9
CC(C)Cn1cnc2c1c(=O)n(CC(=O)NC(=O)NC(C)(C)C)c(=O)n2Cc1ccccc1	nt	nt	nt	nt	i	0.7	nt	nt	nt	-1.1%	nt	nt	4	821	nt	nt	i	35
CC(C)NS(=O)(=O)c1ccc(Oc2ncc(C(F)(F)F)cc2Cl)cc1	1	-5	0.5	1861	i	1.0	1.7	2.6	7.1	-0.9%	i	0	10	665	-1.3	1100	i	18
O=C1CCc2cc(S(=O)(=O)NCCC(=O)N3CCN(c4cccc(Cl)c4)CC3)ccc2N1	-7	-9	-1.3	836	i	2.7	4.5	2.1	5.6	0.5%	i	9	-20	721	0.1	1123	i	47
Cc1cc(N/C=C2\CCCCC2=O)no1	3	11	-0.51	858	i	1.6	1.5	1.7	8.1	0.2%	i	-4	10	744	0.0	1103	i	18
CN(C)/C=C/c1[nH]c(=O)[nH]c(=O)c1[N+](=O)[O-]	nt	nt	1.4	997	i	0.2	nt	nt	nt	-0.4%	nt	nt	14	665	-1.2	1455	i	21
COc1ccc(N2CC(NC(=O)NC(C)(C)C)CC2=O)cc1 (stereo unspecified)	-10	-10	-0.33	1567	i	0.5	4.7	2.0	7.7	-0.5%	i	1	2	571	-2.8	1096	i	44
CC(OC(=O)CN1C(=O)c2ccccc2C1=O)C(=O)NCc1ccccc1 (stereo unspecified)	nt	nt	nt	nt	i	0.8	nt	nt	nt	-0.2%	nt	nt	-2	636	nt	nt	i	19
Cc1cccc(NC(=O)CSc2nnc(C)c(=O)n2N)c1	3	6	nt	nt	i	0.6	0.7	1.4	5.8	-0.2%	i	5	56*	743*	-1.9	1107	i	24
O=C(Nc1nc2ccc(Cl)cc2s1)c1ccco1	31	21	-0.59	696	i	0.2	1.2	1.2	2.9	-0.2%	i	-6	1	772	0.0	1191	i	58
CC(=O)Nc1ccc(S(=O)(=O)Nc2nnc(Cc3ccc(Cl)cc3)s2)cc1	nt	nt	nt	nt	i	3.4	nt	nt	nt	0.1%	nt	nt	-2	857	nt	nt	i	21
Cn1ccnc1C(=O)C1CCCN(Cc2cn[nH]c2-c2ccc(-c3ccccc3)cc2)C1 (stereo unspecified)	0	4	-0.36	1419	i	0.7	7.0	0.5	6.5	-1.0%	i	14	3	655	0.6	1448	i	69
CCOC(=O)c1c(C)[nH]c(C(=O)CSc2nnc(CC(C)c3ccccc3)o2)c1C (stereo unspecified)	29	27	-0.57	1196	i	0.8	3.2	2.4	5.3	-0.3%	i	9	nt	nt	-2.5	949	i	33
CCOc1ccccc1CNCc1ccc(F)cc1	4	-8	0.49	1600	i	0.9	4.5	3.4	5.8	-0.5%	i	11	5	665	-2.1	985	i	28
Cc1cc(C)n2cc(CSc3ccc(Br)cc3)nc2n1	20	-2	0.36	1280	i	0.1	2.1	3.3	7.3	0.0%	i	-13	1	697	-0.3	983	i	45
CCc1ccccc1NC(=O)CSc1nnc([C@H](CCSC)NC(=O)OC(C)(C)C)o1	14	23	1.4	1233	i	1.0	3.4	2.3	5.7	0.3%	i	1	6	805	-2.0	1126	i	16
C=CCn1c(-c2cccc(OCC)c2)n[nH]c1=S	-4	-10	0.02	1407	i	1.2	4.4	2.4	7.8	-0.2%	i	13	-4	702	-1.2	1047	i	46
CN(C)c1cccc(C(=O)NCc2ccccc2)c1	-14	7	0.8	969	i	0.4	4.0	3.1	8.1	-0.4%	i	-5	3	712	-0.3	1047	i	44
C=CCn1c(SCC(=O)Nc2ccccc2OC)nc2c([nH]c3ccccc32)c1=O	nt	nt	nt	nt	i	0.9	nt	nt	nt	2.6%	nt	nt	2	794	nt	nt	i	8
CC(=O)c1ccc(NC(=O)Nc2ccc(Cl)cc2)cc1	17	24	-0.06	883	i	5.2	1.7	2.2	7.4	-0.7%	i	9	-12	771	-2.8	1112	i	26

High-throughput results from PubChem BioAssay.
